TRHR PAM = qHTS for Small Molecule Agonists and Allosteric Enhancers of Human TRH Receptor: Primary Screen for Enhancers; TRHR cells, fluo-8 calcium fluorescence, EC20 TRH enhancement; Thyrotropin-releasing hormone receptor (Homo sapiens), P34981; AID 493056, 2011; enhancement, % at 2 µM; 360,000 tested, 0.66% active; in the data active = enhancement above about 30%; note: 0% is about no effect
Target sequence (P34981 whole entry, looked up): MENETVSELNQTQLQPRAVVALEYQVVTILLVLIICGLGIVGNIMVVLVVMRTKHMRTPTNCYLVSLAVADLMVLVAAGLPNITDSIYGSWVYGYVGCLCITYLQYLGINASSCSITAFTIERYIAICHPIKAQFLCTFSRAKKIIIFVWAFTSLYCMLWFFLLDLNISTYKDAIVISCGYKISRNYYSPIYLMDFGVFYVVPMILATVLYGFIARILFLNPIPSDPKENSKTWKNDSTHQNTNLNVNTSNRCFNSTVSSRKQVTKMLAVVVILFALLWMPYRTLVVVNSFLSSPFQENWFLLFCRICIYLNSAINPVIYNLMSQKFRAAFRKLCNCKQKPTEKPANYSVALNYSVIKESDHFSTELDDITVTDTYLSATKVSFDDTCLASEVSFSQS
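TRHR-expressing cells loaded with fluo-8 calcium dye were read kinetically (ex 480/em 530) during compound addition, then stimulated with an EC20 of TRH (10 nM final). Enhancement of the Gq-mediated intracellular calcium response was scored.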
IDH1 R132H inh = qHTS for Inhibitors of mutant isocitrate dehydrogenase 1 (IDH1): qHTS. Potency, µM (top dose mostly 76.6 µM), without a hit: top-dose activity change, negative = inhibition, most hits filed as inhibitors. 390,000 tested, 0.093% active. IDH1-R132H enzyme, NADPH consumption, diaphorase/resazurin fluorescence. AID 602179, 2012; note: potency is the fitted concentration of half-maximal effect; % is set by controls: 0 for no effect and ±100 for the full control effect; nearly all actives have a fitted effect of over 65% in size
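IDH1-R132H (0.5 ug/mL) preincubated 30 min with compound, then NADPH (0.016 mM) and alpha-KG (2 mM) added; 80 min at RT, pH 7.5. Remaining NADPH coupled via diaphorase/resazurin to fluorescence (540/590 nm); concentration-response curves normalized to no-enzyme control.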
rTrxR1 inhibitor = qHTS Assay for Inhibitors of Mammalian Selenoprotein Thioredoxin Reductase 1 (TrxR1): qHTS. Thioredoxin reductase 1, cytoplasmic (Rattus norvegicus), O89049. recombinant rTrxR1, NADPH fluorescence consumption, selenite substrate. Potency, µM (top dose mostly 114 µM), for the others: top-dose activity change, negative = inhibition, hits mostly inhibitors. 390,000 tested, 1% active. AID 588453, 2011; note: potency is the fitted concentration of half-maximal effect; % is set by controls: 0 for no effect and ±100 for the full control effect; nearly all actives have a fitted effect of over 65% in size
Target sequence (O89049 whole entry, looked up): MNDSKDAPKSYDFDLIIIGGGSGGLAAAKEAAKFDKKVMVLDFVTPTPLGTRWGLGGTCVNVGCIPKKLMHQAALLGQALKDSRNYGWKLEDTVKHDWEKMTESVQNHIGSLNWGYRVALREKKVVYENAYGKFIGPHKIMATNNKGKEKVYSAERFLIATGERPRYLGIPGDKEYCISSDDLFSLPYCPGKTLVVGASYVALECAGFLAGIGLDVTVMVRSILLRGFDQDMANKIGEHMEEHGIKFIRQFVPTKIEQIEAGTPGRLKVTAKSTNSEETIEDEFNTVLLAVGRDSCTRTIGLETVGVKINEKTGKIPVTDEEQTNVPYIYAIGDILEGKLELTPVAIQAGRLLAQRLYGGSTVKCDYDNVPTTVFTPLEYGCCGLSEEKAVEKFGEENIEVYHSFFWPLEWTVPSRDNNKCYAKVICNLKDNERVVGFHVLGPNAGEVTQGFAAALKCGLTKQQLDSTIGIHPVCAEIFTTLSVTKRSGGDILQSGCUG
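Rat TrxR1 (90 nM in the dispensed reagent) was pre-reduced with 400 uM NADPH for 5 min at room temperature, then incubated with compound for 15 min. After 400 uM selenite was added, NADPH fluorescence (Ex 340/Em 450 nm) was followed for 8 min.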
Pin1 inh = qHTS Assay to Find Inhibitors of Pin1; Peptidyl-prolyl cis-trans isomerase NIMA-interacting 1 (Homo sapiens), Q13526; Pin1 FP peptide displacement, HiFluor488, 10 min; Potency, µM (titrated, usually from 115 µM), for inactives: top-dose activity, negative = inhibition, actives largely listed as inhibitors; 390,000 tested, 0.009% active; active = well fitted inhibition curve with a large enough effect in the polarisation, with a control signal flat, not every such curve was filed as active; inconclusive = small, poorly fitted or top-dose-only effect, or effect the other way, or a change in a side signal; inactive = no such curve, though single readings can be large or run the other way; the % refers to the polarisation; note: potency is the fitted concentration of half-maximal effect; % is set by controls: 0 for no effect and ±100 for the full control effect
Target sequence (Q13526 whole entry, looked up): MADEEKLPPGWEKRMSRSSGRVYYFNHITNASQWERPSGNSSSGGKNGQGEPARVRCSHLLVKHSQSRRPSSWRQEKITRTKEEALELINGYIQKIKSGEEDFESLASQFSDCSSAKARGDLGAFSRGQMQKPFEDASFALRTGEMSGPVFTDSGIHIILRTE
USP1 inh = Inhibitors of USP1/UAF1: Primary Screen; Potency, µM (titrated, usually from 57.1 µM), for inactives: at the highest dose activity change, negative = inhibition, most hits filed as inhibitors; Ubiquitin carboxyl-terminal hydrolase 1 (Homo sapiens), O94782; recombinant USP1/UAF1, Ub-Rhodamine cleavage fluorescence; 390,000 tested, 0.23% active; note: potency is the fitted concentration of half-maximal effect; % is set by controls: 0 for no effect and ±100 for the full control effect; nearly all actives have a fitted effect of over 60% in size; inactives centre near -12
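USP1/UAF1 complex (1 nM) preincubated 15 min at room temperature with compound, then Ub-Rho substrate (150 nM final) added. Kinetic fluorescence at 480/540 nm over 6 reads at 60 s intervals; 50 mM HEPES pH 7.8, 0.5 mM EDTA, 0.1 mg/ml BSA, 1 mM TCEP, 0.01% Tween-20.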
TRHR ag = qHTS for Small Molecule Agonists and Allosteric Enhancers of Human TRH Receptor: Primary Screen for Agonists; Thyrotropin-releasing hormone receptor (Homo sapiens), P34981; TRHR cells, calcium flux fluo-8, FDSS agonist mode; activation, % at 2 µM; 360,000 tested, 0.18% active; AID 493084, 2011; in the data active = activation above about 30%; note: 0% is about no effect
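Steps: seed TRHR cells overnight; add fluo-8 no-wash Ca dye, RT 30 min–1.5 h; record 10 s baseline; pin-transfer compounds; monitor fluorescence 1 cycle/s for the agonist window. Calcium increases flag candidate agonists.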
D2 antag = HTS Assay for Allosteric Antagonists of the Human D2 Dopamine Receptor: Primary Screen for Antagonists; D(2) dopamine receptor (Homo sapiens), P14416; 340,000 tested, 2% active; AID 485344, 2010; inhibition, % at 10 µM; HEK293 TREx D2 cells, calcium flux, dopamine EC80; in the data active = inhibition above about 30%; note: 0% is about no effect
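Overnight-induced (tetracycline, 30 C) HEK293 T-REx cells carrying force-coupled D2 receive a no-wash calcium dye, then compound, then EC80 dopamine at 180 s; signals are read kinetically throughout.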
D2 ag = HTS Assay for Allosteric Agonists of the Human D2 Dopamine Receptor: Primary Screen for Agonists; D(2) dopamine receptor (Homo sapiens), P14416; HEK293 T-REx D2 cells, calcium flux agonist mode; activation, % at 2 µM; 340,000 tested, 0.53% active; AID 485358, 2010;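 active = activation over 3 SD above normal in the single-dose calcium agonist read, cut at about 30% in these data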; note: 0% is about no effect
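Tetracycline-induced HEK293 T-REx cells with force-coupled D2 receptor, plated overnight at 30 C, loaded with no-wash calcium dye. After a 10 s baseline, compound was pin-added and calcium flux read kinetically for 180 s; calcium rises flagged agonists.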
TrxR1 substrate = qHTS Assay for Substrates of Mammalian Selenoprotein Thioredoxin Reductase 1 (TrxR1): qHTS; AID 588456, 2011; Thioredoxin reductase 1, cytoplasmic (Rattus norvegicus), O89049; purified TrxR1 substrate turnover, NADPH consumption readout; 390,000 tested, 0.01% active; Potency, µM (titrated, usually from 114 µM), inactives show at the highest dose activity change, negative = substrate turnover; note: potency is the fitted concentration of half-maximal effect; % is set by controls: 0 for no effect and ±100 for the full control effect; nearly all actives have a fitted effect of over 50% in size
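Rat TrxR1, dispensed at 90 nM, was prereduced with 400 uM NADPH (final) for 5 min at ~22 deg C, then incubated with compound 15 min before 400 uM selenite. A first-read NADPH fluorescence drop versus no-compound background flagged substrates.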
Starred values were filed as active, the others as inactive; ? = inconclusive; / = no result given; & = joins results of further samples; [ ] = dose if it differs, or a comment. Unless noted, calls come from the whole dose curve; as a rule, active = well fitted inhibition curve with a large enough effect; inconclusive = small, poorly fitted or top-dose-only effect; inactive = no such curve, though single readings can be large or run the other way. Not all compounds are listed (hit frequency here may not be typical).

Molecule	D2 ag	TRHR PAM	D2 antag	TRHR ag	IDH1 R132H inh	rTrxR1 inhibitor	USP1 inh	Pin1 inh	TrxR1 substrate
COC(=O)c1cc(C(C)=O)n2ccccc12	0.4	2	1	-0.2	-2%	-4%[57.1 µM]	-25%	2%	-16%
CC(=O)NCc1ccc(S(=O)(=O)N2CCN(S(=O)(=O)c3ccc4ccccc4c3)CC2)cc1	0.2	2	0	0.3	-11%	5%	-5%	0%	-4%
Nc1cc(Cl)ccc1Nc1ccncc1	5.5	-7	-3	0.8	-12%	8%	-21%	-10%	3%
Cn1cccc1/C=N/NC(=O)c1cccs1	0.7	4	19	-0.1	10%	24%	-26%	0%	1%
Cc1ccc(CCNC(=O)CCSCc2ccc(Cl)cc2)cc1	0.2&0.6	-1&-1	-2	0.2&-0.3	12%&-3%	17%[57.1 µM]	16%&-5%	-3%&-10%	1%[57.1 µM]
Cc1nc(N)sc1-c1csc(Nc2ccccc2)n1	0.4	1	-6	0.5	-9%	-6%[57.1 µM]	-7%	25%	1%
C/C(=N\NC(=O)c1cc(-c2ccc(C)s2)nc2ccccc12)c1cccnc1	-1.2	-6	11	-1.1	-5%	-1%	-23%	7%	55%[activator]
COc1ccc(CNC(=O)CN2CCC(NC(=O)c3cccc(OC)c3)CC2)cc1	/	/	/	/	7%	-18%	-6%	-10%	4%
CCOC(=O)C1(CCOC)CCN(Cc2cccc(OCc3ccccc3)c2)CC1	63*	-8	37*	-0.5	10%	-2%	-16%	0%	1%
CC1(C)Cc2nc(Cl)c(C(N)=O)cc2CO1	0.2	2	-11	0.6	-1%	13%	-2%	0%	5%
OCC(CO)(CO)n1cnnn1	-0.6	3	9	0.6	1%	6%	-23%	-1%	-8%
CCOc1ccc(CN(C)C(=O)CN2C(=O)NC(c3ccccc3)(c3ccccc3)C2=O)cc1	0.5	-1	-2	-0.3	13%	20%	-23%	3%	-7%
CCN(CC)c1cc(C)c2ccccc2n1	-0.6	-4	3	-0.1	-4%	4%	-18%	1%	4%
CCCC(=O)N(CCN1CCOCC1)c1nc2c(OC)ccc(OC)c2s1	0.4	-3	2	0.1	0%	17%	-20%	-1%	3%
CCCCOc1cccc(OCC(=O)Nc2nc3ccccc3[nH]2)c1	-0.8	-5	-6	-0.4	6%	11%	-12%	0%	1%
CCOC(=O)C1CCCN(C(=O)c2ccc(CS(=O)(=O)Cc3ccccc3C)o2)C1 (configuration not stated)	-0.6	-4	-5	-0.1	5%	-17%	-9%	-4%	-9%
CCOC(=O)[C@@H]1[C@H]2COc3cc(OC)ccc3[C@H]2N2C(=O)N(c3ccc(C(F)(F)F)cc3)C(=O)[C@]12C	/	/	/	/	-2%	13%	0%	4%	-9%
CCCCCCCCc1nc(SC(C)C(=O)O)n[nH]1 (configuration not stated)	2.1	-6	21	-0.1	-15%	16%	-16%	7%	1%
Cc1ccc(-c2nnc(SCC(=O)N/N=C/c3ccccc3C(=O)O)n2C2CCCCC2)cc1	0.6	14	-18	0.0	-10%	8%	-10%	0%	3%
Cc1csc(NC(=O)C(Cc2ccccc2)n2cccc2)n1 (configuration not stated)	-0.3	-1	-9	0.1	5%	-7%	-8%	-2%	4%
Cc1ccccc1OCCC(=O)Nc1ccc2c(C)cc(=O)oc2c1	-0.4	-8	-9	0.0	-2%	?	-12%	6%	96%[activator]
COc1ccc(NC(=O)Nc2ccc(Br)cn2)cc1	0.8	-1	-8	1.1	14%	11%	-17%	-1%	1%
O=c1c2ccccc2nc(N2CCN(c3cccc(Cl)c3)CC2)n1-c1ccccc1	-0.1	-1	/	0.6	7%	40%[activator]	1%	1%	15%
Cc1ccc(C)c(N2CCN(S(=O)(=O)c3ccc4c(c3)C(C)(C)C(=O)N4C)CC2)c1	0.4	-6	-2	-0.3	-5%	25%[57.1 µM]	-6%	6%	6%[57.1 µM]
CC(=O)NS(=O)(=O)c1ccc(NC(=O)COc2cccc3c2OC(C)(C)C3)cc1	-0.2	15	-3	0.8	0%	16%	-11%	-6%	4%
c1ccc(CSc2nnc(NC3=NCCCCC3)s2)cc1	-0.4	1	-10	-0.4	5%	23%[57.1 µM]	-24%	-2%	13%[57.1 µM]
COc1ccc(Br)cc1CNC(=O)c1ccc2c(c1)N(Cc1ccc(C)cc1)CCS2	/	-7	/	0.7	/	99%[activator]	5%	14%	58%[activator]
O=CN1CC(=O)N(c2ccccc2)c2c([nH]c3ccccc23)C1	0.4	-10	16	0.5	4%	15%	?	-2%	2%
COc1ccc(Cn2c(C3CC3)nc3ccc(NC(=O)C4CC4)cc3c2=O)cc1	0.9	-10	4	0.7	-1%	4%	-19%	11%	0%
COc1ccc(S(=O)(=O)Nc2cccc(-n3cnnn3)c2)cc1OC	-0.3	10	24	-0.2	-11%	0%	?	5%	-4%
Cc1ccc(NC(=O)Cn2c(=O)oc3ccccc32)cc1C	-2.1	-11&17	-3	-0.2&-0.2	-5%&0%	6%&25%[57.1 µM]	-22%&-29%	3%&3%	5%&7%[57.1 µM]
Nc1c(Cl)ncnc1NCCc1ccc(O)cc1	0.8	11	-12	0.7	-13%	28%	-11%	-7%	5%
C=CC[C@@H](CC(=O)N(CCO)Cc1ccccc1)C(=O)N[C@H](COC(=O)[C@@H](CC=C)CC(=O)OC(C)(C)C)Cc1ccccc1	/	/	/	/	17%	3%	-24%	0%	-8%
CCOC(=O)c1c(C)[nH]c(C(=O)COC(=O)C2=NNC(=O)CC2)c1C	0.2	-1	-10	0.4	-6%	10%[57.1 µM]	-20%	2%	4%[57.1 µM]
CCOC(=O)CC(NC(=O)c1cc2cccc(OC)c2oc1=O)c1ccc(OC)cc1 (configuration not stated)	-1.4	-3	9	-0.6	-3%	20%	-26%	-5%	-1%
N=c1c2c3c(sc2ncn1CCN1CCOCC1)CCCC3	0.2	-2	0	-0.3	-1%	21%[57.1 µM]	-2%	-1%	-11%
CCN(CC)CCN(C(=O)c1ccc2c(c1)OCCO2)c1nc2ccc(C)cc2s1	-0.4	0	-7	-0.5	-15%	10%	-14%	-15%	-1%
CCC(Sc1nccn1C)C(=O)Nc1cccc2ccccc12 (configuration not stated)	-0.8	13	-14	-0.3	-1%	3%[57.1 µM]	1%	0%	8%[57.1 µM]
CC(C)CC(=O)Nc1ccc(N2CCN(C(=O)c3cccs3)CC2)cc1	-1.3	2	-14	-0.1	0%	0%	-13%	-5%	-4%
Cc1ccccc1Oc1ccc2c(c1)[C@@H]1C[C@H](N(C)C(=O)NC3CCCCC3)[C@H]([C@H](C)O)C(=O)N1CC2	/	/	/	/	2%[38.3 µM]	15%	-19%	5%	3%
O=C(CSc1ccc(Cl)cc1)N1CCCC1	0.2	-6	-2	-0.4	-5%	-5%	-21%	-8%	-1%
COc1ccc(C(=O)COC(=O)c2cc([N+](=O)[O-])ccc2N2CCOCC2)c(OC)c1	-0.7	3	-5	-0.2	1%	-11%	-14%	18%	-10%
CCCCCOCC(O)CCC(=O)NN (configuration not stated)	1.0	-16	7	0.2	-2%	-13%	-7%	-2%	-11%
CCOC(=O)C1=C(N)N2C(=O)CSC2=C(C(=O)OC)C1	/	-3	/	0.1	10%	-11%	2%	5%	2%
CCc1nnc(NS(=O)(=O)c2ccc(N/C=C/C(=O)c3ccc(C)cc3)cc2)s1	0.2	0	-1	0.2	1%	-15%	-18%	?	-1%[57.1 µM]
CCCCCCCN1C(Nc2ccccc2)=NC[C@@H]1C	-0.3	4	18	0.5	4%	12%[57.1 µM]	-7%	2%	10%[57.1 µM]
CCOC(=O)CSCC(=O)Nc1c(C(=O)C2CC2)oc2ccccc12	-0.7	-7	-15	0.5	4%	-3%	-11%	10%	3%
COc1ccc(CNC(=O)C2CSC(=O)C2)cc1 (configuration not stated)	-0.2	-1	-2	0.3	13%	25%	-18%	-2%	2%
CCOc1ccc(/C=N/n2c(SC)nnc2-c2ccccc2)cc1OCC	-0.1	-1	2	-0.5	-5%	8%[57.1 µM]	-21%	-7%	-2%[57.1 µM]
CC(Oc1ccccc1F)C(=O)NNC(=O)C1CC(=O)N(c2ccc3c(c2)OCCO3)C1 (configuration not stated)	-0.8	14	6	0.0	-1%	5%[57.1 µM]	-9%	12%	1%[57.1 µM]
Cc1onc(-c2c(Cl)cccc2Cl)c1C(=O)Nc1nc(C(C)(C)C)cs1	-0.8	-5	9	1.0	0%	8%[57.1 µM]	-17%	-3%	-21%[57.1 µM]
CCN1C(=O)/C(=C\N2CCN(c3cccc(Cl)c3)CC2)SC1=S	1.2	4	-1	1.2	6%	4%	-12%	12%	2%

Screening data (PubChem)
